KB-3-1 tox: KB-3-1 parental cell cytotoxicity. KB-3-1 viability, CellTiter-Glo ATP luminescence, 72 h. Potency, µM (series often up to 46.1 µM), for inactives: at the highest dose activity change, negative = cytotoxic, hits mostly cytotoxic. 400,000 compounds, 1.4% hits; further: potency means the concentration at half of the fitted maximal effect; on the % scale 0 is the no-effect control and ±100 the full control effect; nearly all actives have a fitted effect of over 60% in size
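KB-3-1 cells, DMEM (no phenol red) + 10% FBS; compound by pin transfer, 72 h, 37 °C. Readout: CellTiter-Glo luminescence after 10 min. Data normalized, curve-fitted.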
KB-V1 MDR tox: KB-V1 MDR subline cytotoxicity | 400,000 compounds, 3.4% hits | KB-V1 MDR cells viability, CellTiter-Glo, 72 h | Potency, µM (highest dose often 46.1 µM), without a hit: top-dose activity change, negative = cytotoxicity, hits mostly cytotoxic; further: potency means the concentration at half of the fitted maximal effect; on the % scale 0 is the no-effect control and ±100 the full control effect; nearly all actives have a fitted effect of over 60% in size
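Compound-treated KB-V1 multidrug-resistant cells, 72 h, 37 degrees C; viability by CellTiter-Glo. Fitted qHTS curves give the values.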
DRD3 agonist: D3 dopamine receptor (human) agonism. P35462. D3R DiscoveRx beta-arrestin cells, luminescence, 90 min. max activation, %. 410,000 compounds, 0.58% hits. AID 652048; in the data active means max activation above about 30%; further: 0% is about no effect; mostly tested at two doses, the higher about 12 µM
Target sequence (P35462 whole entry, looked up): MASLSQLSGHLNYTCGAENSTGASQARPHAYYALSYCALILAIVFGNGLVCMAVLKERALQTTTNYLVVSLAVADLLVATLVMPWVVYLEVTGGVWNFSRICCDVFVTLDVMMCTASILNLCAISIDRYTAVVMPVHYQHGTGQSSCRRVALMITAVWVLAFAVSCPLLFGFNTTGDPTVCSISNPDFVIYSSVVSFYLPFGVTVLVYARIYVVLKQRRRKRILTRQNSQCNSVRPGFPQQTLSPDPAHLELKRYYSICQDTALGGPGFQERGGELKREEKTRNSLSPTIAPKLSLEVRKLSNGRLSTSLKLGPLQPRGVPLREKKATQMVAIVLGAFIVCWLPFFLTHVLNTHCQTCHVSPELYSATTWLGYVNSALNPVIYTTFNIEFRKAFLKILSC
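Cells at 1500/well, incubated overnight, then treated with pinned compounds (dopamine as control) for 90 min at 37 degrees C. DiscoveRx reagent added for 30 - 60 minutes at room temperature; luminescence read.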
HT1080-NT tox: kills 2HG-producing HT-1080-NT fibrosarcoma cells. HT-1080-NT fibrosarcoma viability, CellTiter-Glo ATP luminescence, 48 h. Potency, µM (series often up to 46.1 µM), without a hit: at the top dose activity, negative = less viability, most hits filed as cytotoxic. 360,000 compounds, 1.6% hits. AID 686970;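 further: NT is the 2HG producing partner of a matched IDH1 knockdown line; potency means the concentration at half of the fitted maximal effect; 0% = DMSO-treated cells and -100% = media-only wells without cells; nearly all actives have a fitted effect of over 55% in size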
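Luminescent CellTiter-Glo readout after 48 hours of compound exposure at 37 degrees C defined viability of HT-1080-NT cells. Activity was normalized to DMSO wells and cell-free media wells; concentration-response curves were fitted and assigned curve classes.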
IL-1B inflam inh: inflammasome signaling inhibition, IL-1 beta readout; AID 743279; 360,000 compounds, 4.7% hits; activity change, % at 57.5 µM; THP-1 LPS/ATP IL-1B secretion, AlphaLISA, 16 h; active compounds read low; in the data active means activity change below about -50%; inconclusive means mostly about -30% to -49%; further: on the % scale 0 is the no-effect control and ±100 the full control effect
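Secreted IL-1B measured by AlphaLISA bead assay after 16 h compound exposure of THP-1 cells; compounds (final up to 57.5 uM) added 1 h before LPS (250 ng/mL) and ATP (1.25 mM) stimulation; lower signal means less secretion.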
HT1080 IDH1KD tx: kills HT-1080 cells with IDH1 knockdown; Potency, µM (series often up to 46.1 µM), for the others: at the top dose activity, negative = toxicity, usual class: cytotoxic; 360,000 compounds, 2% hits; AID 686971; HT-1080 IDH1 knockdown viability, ATP luminescence, 48 h;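 further: potency means the concentration at half of the fitted maximal effect; 0% = DMSO wells and -100% = cell-free medium wells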
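Knockdown cells (IDH1KD HT-1080) received compounds 2 h after plating at 750 cells/well and were kept 48 h at 37 °C in 5% FBS RPMI. A CellTiter-Glo luminescence read gave % activity for curve fitting.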
MCF10A rerep: DNA re-replication induction in MCF 10a cells | MCF 10A DNA re-replication, Hoechst nuclear intensity, 48 h | Potency, µM (titrated, usually from 46.1 µM), without a hit: at the highest dose activity, positive = re-replication, most hits filed as activators | 350,000 compounds, 2.9% hits | AID 624296; further: potency means the concentration at half of the fitted maximal effect; % of control where 0% means no effect; nearly all actives have a fitted effect of over 50% in size
SW480 rerep: DNA re-replication induction in SW480 cells; SW480 DNA re-replication, Hoechst DNA content imaging, 48 h; Potency, µM (highest dose often 46.1 µM), for inactives: top-dose re-replication activation, most hits filed as activators; 340,000 compounds, 1.8% hits; AID 624297; further: potency means the concentration at half of the fitted maximal effect; % of control where 0% means no effect; nearly all actives have a fitted effect of over 55% in size
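SW480 cells exposed to compounds for 48 hr at 37 C, 5% CO2, then Hoechst-stained 40 min. Nuclear DNA content imaged by fluorescence scanning (405 nm excitation, 500-530 nm emission); re-replication scored as increased high-intensity nuclei.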
GLP1R cytotox: cytotoxicity in counter-screen for GLP-1R inverse agonists; HEK293 cAMP-luciferase reporter cells, luminescence, 24 h; AID 624418; 410,000 compounds, 0.13% hits; Potency, µM (highest dose often 38.3 µM), inactives show at the highest dose activity change, negative = inhibition, hits mostly inhibitors;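 further: loss of luciferase light is scored as toxicity; potency means the concentration at half of the fitted maximal effect; on the % scale 0 is the no-effect control and ±100 the full control effect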
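Compound-treated cells are incubated 24 hr at 37 deg C under 5% CO2 after a 12 hour attachment period, then luciferase detection reagent is added and luminescence is measured following 12 min at room temperature; lowered signal indicates toxicity.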
* marks the source's active call; other numbers are inactive results; ? = inconclusive; / = no result given; & = joins results of further samples; [ ] = another dose, or the depositor's remark. Unless noted, the call rests on the fitted dose curve; in most records, active means well fitted curve in the direction sought with a large enough effect; inconclusive means small, poorly fitted or top-dose-only effect, or another doubt; inactive means no such curve, though single readings can be large; an effect the other way counts as inactive or inconclusive.

nr | SMILES | KB-3-1 tox | KB-V1 MDR tox | DRD3 agonist | HT1080-NT tox | IL-1B inflam inh | HT1080 IDH1KD tx | MCF10A rerep | SW480 rerep | GLP1R cytotox
1 | CC(C)(C)OC(=O)N1CCN(C(=O)c2[nH]cnc2C(=O)N[C@@H](Cc2ccccc2)C(=O)OCc2ccccc2)CC1 | -1.2% | -2.4% | 0.0 | 2.0% | -64.5* | 0.4% | ? | -2.3% | 7.7%
2 | Cn1nc(C(C)(C)C)cc1C(=O)N1CCCC(c2cc(C(=O)Nc3ccccc3Cl)no2)C1 (stereo not given) | 5.6% | ? | 4.8 | -15.6% | -19.9 | -19.7% | / | / | 5.6%
3 | O=C(c1ccco1)N1CCN(Cc2cc(=O)c(OCc3ccc(F)cc3)co2)CC1 | 0.4% | -5.7% | -1.0 | -1.8% | -5.0 | -0.9% | 29.3% | -39.8%[inhibitor] | -0.5%
4 | CC(C)CNC(=O)CC(c1ccccc1)c1ccccc1 | 8.3% | -23.1% | 0.7 | 8.3% | 8.0 | 1.6% | -35.9%[inhibitor] | -0.6% | 1.1%
5 | CCc1ccc(C2C(C#N)=C(N)N(N(C)C)C3=C2C(=O)CCC3)s1 (stereo not given) | 1.5% | 10.6% | 1.1 | -3.5% | 13.3 | 9.9% | 15.8% | -4.7% | -18.5%
6 | O=C(CCc1ccccc1)NCc1ccc2c(c1)OCO2 | -6.9% | 2.6% | -7.0 | 9.5% | 16.8 | 1.0% | -9.6% | 0.4% | -4.1%
7 | COc1ccc(CCNC(=O)C2CCN(Cc3nc(-c4ccc(OC)c(OC)c4)oc3C)CC2)cc1OC | 8.8% | 5.9% | 6.3 | / | / | / | / | / | -9.3%
8 | CNC(=O)NC(=O)C(NC1CCCc2ccccc21)c1ccccc1 (stereo not given) | -4.7% | -12.8% | -0.4 | -10.1% | 19.6 | -7.1% | ? | ? | -16.5%
9 | C/C(Cc1ccccc1)=N\NC(=O)CNC(=O)Cc1ccc(Cl)cc1 | -1.7% | 0.0% | 2.5 | 10.0% | -2.2 | 1.5% | 0.6% | -7.8%[9.22 µM] | 5.9%
10 | Cc1cc(C)nc(NC(=NCCc2c[nH]c3ccc(Cl)cc23)NC(=O)c2ccccc2C)n1 | ? | -29.5% | 3.7 | / | / | / | / | / | 1.1%
11 | Cc1cc(C(F)(F)F)n2nc(C)c(-c3ccc(Cl)cc3)c2n1 | ? | ? | 1.8 | -0.5% | -18.3 | 9.1% | -5.8% | 6.8% | 0.8%
12 | N#C/C(=C(/O)CSc1ncn[nH]1)c1nc2ccccc2[nH]1 | -6.3% | 9.9% | 1.4 | -6.1% | 81.2 | -2.9% | ? | -24.9% | 19.2%
13 | O=C(NCc1ccc2c(c1)OCO2)C1CC(=O)N(C2CCCCCC2)C1 (stereo not given) | -10.0% | 2.2% | -12.5 | 0.0% | -4.5 | ? | 8.8% | -6.3% | 0.7%
14 | CCNc1nc(NC(C)C)nc(N2CC(=O)N(CC(=O)OCC)C2=N)n1 | -2.9% | ? | 1.0 | -2.6% | -8.6 | 0.1% | ? | -1.4% | -3.7%[1.53 µM]
15 | COc1ccccc1NS(=O)(=O)c1cccc(C(=O)NCC(c2ccco2)N(C)C)c1 (stereo not given) | 5.9% | -27.5% | -34.6 | 2.9% | 8.3 | -2.2% | 1.0% | -7.1% | 6.1%
16 | CC(c1ccccc1)C1NC(C(=O)O)CS1 (stereo not given) | 18.2% | 25.1% | 1.1 | 23.3% | 5.2 | 11.9% | -3.4% | -10.0% | 2.1%
17 | CCN(CC)C(=O)c1cccc(NC(=O)c2ccc3c(=O)n4c(nc3c2)CCC4)c1 | 13.1% | ? | -6.2 | 1.9% | 10.0 | 8.3% | 0.0% | ? | 3.8%
18 | O=C1CN(S(=O)(=O)c2ccc(Cl)cc2)c2ccccc2N1 | 1.3% | -23.4% | -5.0 | 6.6% | 7.5 | 16.6% | -1.1% | -3.0% | -3.7%
19 | Cc1cc(Br)ccc1NC(=O)CN1C(=O)C2C3CC(c4ccccc4)C(C3)C2C1=O (stereo not given) | -10.4% | 20.6µM* | 4.0 | -12.2% | ? | -24.3% | ? | 5.3% | -14.3%
20 | COc1ccc(C(=O)NC(=S)Nc2ccc(N3CCOCC3)cc2)cc1Cl | -12.4% | ? | 2.7 | -29.7% | -14.5 | -28.8% | ? | ? | ?
21 | O=C(O)C1C2C=CC(C2)C1C(=O)NCc1ccoc1 (stereo not given) | ? | -7.0% | -13.7 | -0.4% | 32.7 | -8.5% | -0.6% | -8.8% | -4.5%
22 | C=CCN1C(=O)C(O)(CC(=O)c2ccco2)c2cc(Br)ccc21 (stereo not given) | -4.8% | ? | -7.8 | ? | 64.2 | ? | ? | 13µM* | ?
23 | CCN(CC)c1ccc(/C=N/NC(=O)c2cnccn2)cc1 | ? | 0.0% | -8.8 | 5.17µM* | 13.1 | 3.66µM* | 2.31µM* | ? | ?
24 | CC1Cc2ccccc2N1S(=O)(=O)c1cccc(C(=O)NCCCO)c1 (stereo not given) | -0.4% | -1.9% | 0.4 | 10.8% | 34.0 | 10.4% | 3.7% | -14.1% | 0.6%
25 | CCCS(=O)(=O)NC(=O)C1(C)CCN(C(=O)c2snnc2C)C1 (stereo not given) | 0.0% | 4.7% | -2.9 | 22.1% | 15.4 | 9.0% | / | / | -14.3%
26 | CCC1CN(C(=O)N2CCC(C(=O)NCc3ccc(C)o3)CC2)c2ccccc2O1 (stereo not given) | 7.9% | -4.4% | -1.3&1.1 | 10.4% | 9.6 | -0.7% | -6.6% | 10.8% | -20.2%&-8.3%
27 | COc1ccc(C(=O)N2CCN(c3ccc(C(C)=O)cc3F)CC2)cc1S(=O)(=O)NC1CC1 | 9.2% | -18.3% | -4.8 | -1.4% | 2.8 | 0.2% | -2.9% | -2.5% | 2.0%
28 | Cc1ccc(OCC(=O)Nc2ccccc2C(=O)OCc2cc(=O)n3ccsc3n2)cc1C | 4.5% | 0.0% | -6.9 | / | / | / | / | / | 10.9%
29 | CCc1nc2ccccc2c(C(=O)OC2CCCCC2=O)c1C (stereo not given) | -6.7% | ? | 4.1 | -19.8% | 17.1 | ? | -0.5% | -3.5% | 0.5%
30 | CCc1ccc(/C=C(\C)C(=O)c2c(C)cc(C)[nH]c2=O)cc1 | -1.0% | 7.7% | -1.5 | -4.5% | -22.4 | -5.9% | 0.4% | 7.8% | -1.7%
31 | Cc1cccc(N(CC(=O)NC2CCCC2)C(=O)CCC(=O)Nc2nc(C)cs2)c1 | 4.7% | -0.5% | -0.6 | -19.7% | -12.6 | -4.6% | -26.8% | -2.3% | -11.6%
32 | O=C(CC(n1cncn1)C(Cl)(Cl)Cl)c1ccc([N+](=O)[O-])cc1 (stereo not given) | ? | -20.2% | -6.9 | 1.1% | -7.3 | 6.9% | ? | ? | -10.1%
33 | N#Cc1c(-c2ccco2)cc(-c2ccc(F)cc2)nc1N | 14.0% | -13.2% | 3.2 | -16.0% | -2.1 | -0.5%[9.24 µM] | ? | ? | 24.7%
34 | COc1ccccc1CNC(=O)[C@H](NC(=O)C1CCN(C(=O)[C@@H](N)CCSC)CC1)C(C)C | 0.0% | -15.1% | -15.8 | -7.5% | 1.0 | -2.3% | -5.0% | 6.6% | ?
35 | CC(=O)Nc1ccc2c(c1)CCC2=O | 15.4% | 20.8% | 0.5 | -0.8% | -7.4 | 6.1% | 5.7% | -12.3% | -1.0%
36 | CCOC(=O)c1ccc(N=Cc2c(O)c3ccccc3oc2=O)cc1 | -5.3% | 13.9% | 6.9 | -16.8% | 36.6 | ? | 4.5% | 21.8% | 30.7%[activator]
37 | CCOc1ccc(NCc2cccn2-c2nnc(N3CCC(C(=O)NCCCN4CC(C)CC(C)C4)CC3)s2)cc1 (stereo not given) | -18.8% | -3.6% | -13.3 | 20.6µM* | -82.4* | ? | -2.4% | ? | 1.5%
38 | CCn1c(C(=O)N2CCC(Cc3ccccc3)CC2)cc2sccc21 | -3.5% | -18.0% | 3.4 | 0.7% | -15.0 | -4.6% | 20.6µM* | 1.0% | 22.4%
39 | Cc1sc2ncn(CC(=O)N3CCN(c4ccccn4)CC3)c(=O)c2c1S(=O)(=O)N1CCCCC1 | 4.6% | -4.5% | 15.5 | -1.0% | -28.0 | 4.2% | -2.7% | -7.1% | -5.3%
40 | O=C(Nc1ccc(Cl)cc1)c1csc([C@@H]2C[C@H](O)[C@@H](CO)O2)n1 | -0.3% | -0.3% | -1.9 | 24.2% | 37.4 | 21.0% | / | / | 5.6%
41 | CCOC(=O)c1c(C)nc2c(c1-c1cc(OC)c(OC)c(OC)c1)C(=O)c1ccccc1-2 | 19.0% | ? | 3.8 | -11.0% | ? | -3.8% | -2.1% | -0.5% | -6.6%
42 | O=C(CCNS(=O)(=O)c1c(Cl)cccc1Cl)OCC(=O)c1ccccc1F | 14.1% | 6.0% | -1.8 | 16.9% | 5.6 | 7.0% | -9.7% | -1.6% | 4.2%
43 | COc1ccc(S(=O)(=O)N2CCCC2C(=O)Nn2cnnc2)cc1 (stereo not given) | 0.9% | 8.3% | 2.6 | 2.3% | 6.8 | 5.3% | 7.4% | -14.7% | 2.2%

Reformatted with values under each structure: 2 of the compounds above.
Order of values – KB-3-1 tox, KB-V1 MDR tox, DRD3 agonist, HT1080-NT tox, IL-1B inflam inh, HT1080 IDH1KD tx, MCF10A rerep, SW480 rerep, GLP1R cytotox
12) N#C/C(=C(/O)CSc1ncn[nH]1)c1nc2ccccc2[nH]1
→ -6.3%, 9.9%, 1.4, -6.1%, 81.2, -2.9%, ?, -24.9%, 19.2%
13) O=C(NCc1ccc2c(c1)OCO2)C1CC(=O)N(C2CCCCCC2)C1 (stereo not given)
→ -10.0%, 2.2%, -12.5, 0.0%, -4.5, ?, 8.8%, -6.3%, 0.7%

Screens: PubChem BioAssay, National Center for Advancing Translational Sciences (NCATS)
